Assay outcomes (PubChem BioAssay)
SENP7 block = SENP7 protease inhibition; Q9BQF6; recombinant SENP7, Z-RLRGG-aminoluciferin luminescence, 40 min; inhibition, % at 5 µM; 330,000 compounds, 1.5% hits; AID 434973;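 active = inhibition above about 50% at the single test dose, limit read from the data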;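 note: plate controls were DMSO with enzyme for no effect and no enzyme buffer wells for full effect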
Target sequence (Q9BQF6 706-1050 limits assumed): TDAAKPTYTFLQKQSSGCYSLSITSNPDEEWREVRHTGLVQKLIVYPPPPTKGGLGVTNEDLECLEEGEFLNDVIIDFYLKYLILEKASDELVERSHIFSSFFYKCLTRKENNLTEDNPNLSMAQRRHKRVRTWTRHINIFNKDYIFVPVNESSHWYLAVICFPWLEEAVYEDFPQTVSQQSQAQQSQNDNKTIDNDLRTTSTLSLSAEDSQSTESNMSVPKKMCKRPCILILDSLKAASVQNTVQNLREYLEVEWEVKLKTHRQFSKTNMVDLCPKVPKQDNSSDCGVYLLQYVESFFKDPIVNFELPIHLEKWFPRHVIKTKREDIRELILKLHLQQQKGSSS
UBC13 polyUb = inhibitors of human UBC13 polyubiquitin chain formation. P61088. TR-FRET. 330,000 compounds, 0.47% hits. inhibition, % at 20 µM; in the data active = inhibition above about 45%, passing the limit was not always enough; inconclusive = no clear call, values can overlap the other calls
APOBEC3G inh = inhibitors of human APOBEC3G DNA deaminase. recombinant A3G, ssDNA deamination FAM/TAMRA fluorescence. 330,000 compounds, 0.28% hits. Q9HC16. AID 493012. inhibition, % at 20 µM;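 active = inhibition of at least 40% at 20 µM, with no more than 30% in the related APOBEC3A deaminase screen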;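 note: plate controls were DMSO wells with A3G for no effect and wells lacking A3G enzyme for full effect; some compounds called inactive have numbers as strong as hits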
Target sequence (Q9HC16 whole entry, looked up): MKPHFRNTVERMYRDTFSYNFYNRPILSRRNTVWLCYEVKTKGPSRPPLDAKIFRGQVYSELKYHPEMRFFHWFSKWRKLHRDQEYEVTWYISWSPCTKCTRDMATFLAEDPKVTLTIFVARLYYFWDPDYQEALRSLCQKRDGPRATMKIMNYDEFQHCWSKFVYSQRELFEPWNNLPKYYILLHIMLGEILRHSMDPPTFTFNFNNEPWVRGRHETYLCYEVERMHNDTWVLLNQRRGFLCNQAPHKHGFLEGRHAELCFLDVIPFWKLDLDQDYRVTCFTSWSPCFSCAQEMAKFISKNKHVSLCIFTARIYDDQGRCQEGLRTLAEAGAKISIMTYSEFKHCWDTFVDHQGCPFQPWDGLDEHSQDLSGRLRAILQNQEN
SENP1 inh = SENP1 (human) catalytic domain inhibition | 360,000 compounds, 0.21% hits | inhibition, % at 10 µM | AID 624204 | recombinant SENP1 catalytic domain, CyPet-SUMO1-YPet FRET cleavage;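 active = inhibition at least 30% at 10 µM, raw YFP signal under a set limit, fluorescence ratio 0.5 to 1.5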;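 note: 0% = enzyme with DMSO and 100% = no enzyme wells; some results filed as inactive read as strong as hits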
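Compound: 10 µM single point, 0.5% DMSO; Test system: hSENP1 catalytic domain, recombinant; Timing: 50 min reaction at room temperature; Technique: FRET, CFP and YFP emission; Control set: no-enzyme wells low, DMSO-plus-enzyme wells high control.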
SENP8 block-1 = blocks human SENP8 cleavage of Nedd8 substrate | Q96LD8 | recombinant SENP8, Nedd8 substrate fluorescence | inhibition, % at 20 µM | 360,000 compounds, 0.64% hits | AID 602440; in the data active = inhibition mostly above about 40%, no sharp cut-off; inactive = mostly below about 27%
Target sequence (Q96LD8 whole entry, looked up): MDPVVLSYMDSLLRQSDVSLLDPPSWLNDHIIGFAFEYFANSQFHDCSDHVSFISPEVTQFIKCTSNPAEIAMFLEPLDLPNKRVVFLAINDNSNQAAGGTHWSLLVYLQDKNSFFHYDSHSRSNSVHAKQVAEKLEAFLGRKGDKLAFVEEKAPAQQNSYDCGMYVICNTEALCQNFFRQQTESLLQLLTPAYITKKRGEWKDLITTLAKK
SENP6 block = blocks the human protease SENP6. Recombinant SENP6 catalytic domain, aminoluciferin luminescence. inhibition, % at 10 µM. 330,000 compounds, 1.8% hits. AID 2599. Q9GZR1;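 active = inhibition above about 50% at the single tested dose, limit read from the data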;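 note: plate controls were DMSO wells with enzyme for no effect and DMSO wells lacking enzyme for full effect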
SENP8 block-2 = inhibitors of human SENP8 protease; inhibition, % at 10 µM; AID 2540; 330,000 compounds, 1.2% hits; Q96LD8; purified SENP8, Z-RLRGG-aminoluciferin cleavage, luminescence; in the data active = inhibition above about 50%
Apaf1 inhib = inhibitors of human Apaf-1 apoptosome. O14727. reconstituted apoptosome caspase-3 activity, DEVD-Rh110 fluorescence. inhibition, % at 20 µM. 330,000 compounds, 0.71% hits. AID 489030; active = inhibition of at least 40% at 20 µM;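 note: plate controls were DMSO wells for no effect and DEVD-CHO caspase inhibitor wells for full effect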
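Material: reconstituted apoptosome with Apaf-1, cytochrome c, caspase-9, procaspase-3, dATP / Buffer or medium: pH 7.5 Hepes buffer with CHAPS, BSA, DTT / Also added: cytochrome c with DEVD-Rh110 / Schedule: compound with Apaf-1, dATP, procaspase-3 30 min, then 50 min reaction, room temperature / Technique: rhodamine 110 fluorescence at Ex 480/Em 540 nm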
The depositor's hits bear a star; u = inconclusive; x = not tested or not shown.

SMILES	SENP7 block	UBC13 polyUb	APOBEC3G inh	SENP1 inh	SENP8 block-1	SENP6 block	SENP8 block-2	Apaf1 inhib
Cc1ccc(C)c(NC(=O)C(Sc2nc3ccccc3c(=O)n2CC(C)C)c2ccccc2)c1 (stereo not drawn)	5.5	-5.2	-1.1	-1.3	9.5	-20.5	3.2	6.2
CN1N=C(/C=C/c2ccccc2)CCC1=O	72.7*	-9.4	-6.0	0.8	4.9	68.6*	60.9*	7.5
CCN(CC)C(=O)CN(c1ccc2c(c1)OCO2)S(C)(=O)=O	-4.0	-5.4	-5.7	3.8	9.1	-4.5	-19.0	-9.3
O=C(OC(C(=O)NC1CCCC1)c1cccnc1)C1=Cc2ccccc2OC1 (stereo not drawn)	-0.5	2.8	-0.5	-1.4	-98.5	-2.8	-7.3	11.4
COc1ccc(-c2nnn(CC(=O)N(CCN3CCOCC3)C(C(=O)NC3CCCC3)c3ccco3)n2)cc1 (stereo not drawn)	-4.3	-2.2	-1.2	0.2	2.3	-0.8	-2.4	4.4
CCCCCCCCc1nc(SCC(C)=O)n[nH]1	-2.3	-5.5	-3.2	-1.6	5.9	1.9	6.3	-18.3
CC(=O)N1CCc2cc(Br)cc(S(=O)(=O)N3CCCCCC3)c21	-6.0	8.0	-2.0	1.0	13.7	-8.3	1.4	-4.7
O=c1[nH]cnc2c1sc1nc3c(c(-c4ccc(Cl)cc4)c12)CCC3	-2.6	u	-5.9	-0.2	-227.3	-5.6	-2.0	10.5
Cc1ccc(C(=O)NCC(=O)OCc2c(F)cccc2Cl)s1	3.0	11.7	-6.7	1.4	11.9	-8.8	2.6	3.5
O=C(Nc1nc2ccccc2s1)c1cc2c(s1)-c1ccccc1OC2	4.1	32.1	-0.2	-43.6	-460.7	-18.0	-16.4	-2.9
CCOc1cc(C(=O)OCC(=O)c2cc(C)n(CC3CCCO3)c2C)ccc1OCC(=O)N1CCOCC1 (stereo not drawn)	-2.9	-3.9	-5.0	-0.4	-1.7	-14.2	-0.2	2.7
CCOC(=O)C1=C(COC(=O)COc2ccc(C#N)cc2)NC(=O)NC1C (stereo not drawn)	-9.3	-2.9	-1.6	3.5	9.3	-5.1	2.0	-1.6
COc1ccc2c(C(=O)CN(C)C3CCCCC3)c[nH]c2c1	-9.6	-10.7	-3.7	-11.9	-9.5	-5.4	-12.0	3.6
O=C(O)c1ccc(NC(=S)NC(NC(=O)c2ccco2)C(Cl)(Cl)Cl)cc1 (stereo not drawn)	5.9	2.4	-7.9	0.7	13.1	5.6	-1.3	-1.3
CCN(CC)C(=O)CSc1nnc(CNc2ccc(F)cc2)n1-c1ccccc1	-0.8	-8.0	-3.3	0.3	9.5	-19.9	-1.7	10.5
O=S(NC1CCCCC1)C12CC3CC(CC(C3)C1)C2 (stereo not drawn)	4.3	10.4	-4.9	0.1	8.5	-1.6	-1.8	-12.4
CCOC(=O)C(Cc1ccccc1)NC(=O)CCc1c(C)nc2ncnn2c1C (stereo not drawn)	5.4	-1.9	-9.5	0.5	17.9	-2.6	-4.0	-10.3
CCO[C@H]1OC(C(=O)NCc2nc3ccccc3[nH]2)=C[C@@H](c2ccc(C(F)(F)F)cc2)[C@@H]1CCCO	1.2	0.7	-3.2	3.6	13.4	-3.4	-5.5	12.4
COc1ccc(CCNC(=O)c2nnn(CC(=O)Nc3c(C)cc(C)cc3C)c2N)cc1OC	7.5	8.3	2.3	1.7	18.7	3.6	6.9	0.0
CCCOC(=O)c1ccc(NC(=O)c2c(Cl)ccc(Cl)c2OC)cc1	9.3	-3.2	0.1	2.8	2.0	6.5	0.3	22.5
Cn1ccnc1SCC(=O)c1cccc(C(F)(F)F)c1	-9.8	-5.9	-8.9	0.3	6.2	10.5	-15.7	4.0
O=C(Nc1ccc2c(c1)OCO2)c1ccc(Br)o1	7.1	-3.3	4.4	2.5	10.5	64.6*	58.0*	-5.0
CN(C(=O)c1cnccn1)c1nnc(-c2cnccn2)s1	-1.0	-10.4	-1.3	2.3	-94.7	-16.7	-3.9	-1.3
CCOC(=O)c1[nH]c(C(=O)O)c(OC(=O)CC)c1C	1.0	-4.7	-10.4	-0.3	26.1	-13.3	-0.6	0.4

Molecules above with a CF3 group:
SMILES	SENP7 block	UBC13 polyUb	APOBEC3G inh	SENP1 inh	SENP8 block-1	SENP6 block	SENP8 block-2	Apaf1 inhib
CCO[C@H]1OC(C(=O)NCc2nc3ccccc3[nH]2)=C[C@@H](c2ccc(C(F)(F)F)cc2)[C@@H]1CCCO	1.2	0.7	-3.2	3.6	13.4	-3.4	-5.5	12.4
Cn1ccnc1SCC(=O)c1cccc(C(F)(F)F)c1	-9.8	-5.9	-8.9	0.3	6.2	10.5	-15.7	4.0

SENP6 block: entries above that show a hit.
canonical_smiles | SENP7 block | UBC13 polyUb | APOBEC3G inh | SENP1 inh | SENP6 block
CN1N=C(/C=C/c2ccccc2)CCC1=O | 72.7* | -9.4 | -6.0 | 0.8 | 68.6*
O=C(Nc1ccc2c(c1)OCO2)c1ccc(Br)o1 | 7.1 | -3.3 | 4.4 | 2.5 | 64.6*

New compounds follow:
SMILES	SENP7 block	UBC13 polyUb	APOBEC3G inh	SENP1 inh	SENP8 block-1	SENP6 block	SENP8 block-2	Apaf1 inhib
Cn1nnnc1Sc1ncnc2scc(-c3cccs3)c12	-8.9	-3.2	-12.4	x	x	-19.4	-9.2	10.1
O=C(c1c(F)cccc1F)N1CCN(c2ncc(Br)cn2)CC1	-3.5	4.5	-9.6	2.0	1.6	-10.5	-10.3	9.8
CCN(CC)CCn1c(O)c(N=O)c2ccccc21	-9.8	-7.3	-3.0	-1.1	3.9	-18.5	-8.8	-5.5
COC(=O)c1sccc1NC(=O)c1ccccc1[N+](=O)[O-]	5.1	-0.2	-5.0	1.3	16.4	-10.2	-7.9	6.9
COc1ccc(NC(=O)CC2Oc3ccc(C)cc3NC2=O)cc1 (stereo not drawn)	14.2	-7.0	-6.0	0.7	1.9	-3.8	-9.2	7.4
O=C(Nc1cccc(NS(=O)(=O)c2ccc(S(=O)(=O)NC3CC3)cc2)c1)c1ccccn1	-6.4	-5.4	-6.2	1.7	9.9	-5.0	-6.9	5.6
Cc1nc2nc(-c3ccc(F)cc3)cn2nc1C	0.5	15.0	-6.8	-20.7	-318.0	67.4*	71.2*	1.4
Cc1cc(C)n(CCc2nc(-c3ccc(-c4ccccc4)cc3)cs2)n1	79.5*	7.4	-3.1	0.6	3.5	83.1*	19.5	0.3
O=C(NC(Cc1ccccc1)C(=O)O)NC12CC3CC(CC(C3)C1)C2 (stereo not drawn)	-0.7	8.6	-7.1	1.2	10.3	3.8	-11.0	-4.5
C/C(=N\N(C)C)C1=C(O)c2ccccc2C1=O	0.8	-4.4	3.0	1.8	18.1	-5.9	-6.2	-4.4
COC(=O)C1CCN(CC(=O)NC(=O)Nc2ccccc2F)CC1	-1.1	0.4	-8.2	1.7	20.8	-9.0	-5.2	8.3
CN1CCN(c2nc(NCc3ccco3)nc(N)c2[N+](=O)[O-])CC1	-0.3	-2.7	-4.7	-1.8	11.3	4.7	5.9	-19.1
Cc1ccc(S(=O)(=O)Nc2nc(C)c(NC(=O)Nc3ccc(Cl)cc3Cl)s2)cc1	-3.9	-10.7	-2.6	-1.8	-19.4	-8.3	9.7	18.3
CC(=O)Nc1ccc(SCc2csc(C)n2)cc1	2.9	4.7	-2.2	-6.9	3.7	2.3	-2.0	2.2
CC(=O)c1c(C)[nH]c2ccccc2c1=O	7.1	-6.8	6.0	3.5	6.9	3.6	-1.9	7.7
COc1ccccc1NC(=S)NCCc1ccc(Cl)cc1	-4.6	-4.5	-5.2	0.4	12.8	-17.3	-5.8	23.5
COc1ccccc1OCC(=O)Sc1ccc(C)cc1	-1.4	7.0	-1.2	-0.3	12.2	-10.4	7.1	-9.6
COc1ccc(Cl)cc1-n1c(N)c(C(N)=O)sc1=S	-4.0	14.9	25.2	3.0	16.1	7.3	1.4	-14.3
COc1ccccc1N1CCN(C2CCN(C3CCC(c4ccccc4)CC3)CC2)CC1 (stereo not drawn)	0.2	-8.3	-11.8	x	x	-5.2	-7.3	-7.8
NC(=O)C1CCN(C(=O)CCNS(=O)(=O)c2ccccc2F)CC1	-5.4	2.9	-3.2	2.1	14.7	-9.2	2.5	-12.0
COc1ccc(OC)c(CNC(=O)C2CCN(S(C)(=O)=O)CC2)c1	-0.6	1.8	-8.5	2.8	-6.4	-2.2	7.4	-10.5
Cn1nc(C(=O)OCC(=O)c2ccc(Cl)cc2)c2ccccc2c1=O	4.4	-3.9	-3.9	0.7	15.9	-6.0	-1.4	7.5
O=C(CSc1n[nH]c(-c2ccccc2Cl)n1)NC1CCCCC1	-4.8	0.0	5.7	-0.9	0.7	-13.6	-2.7	9.6
COCc1nnc(NC(=O)c2ccc(OC)cc2OC)s1	10.9	4.1	-5.3	48.1*	23.2	-23.4	-7.5	-10.3
O=C(CN=C1NS(=O)(=O)c2ccccc21)OCC(=O)c1cc(F)ccc1F	3.7	1.3	-3.7	1.9	0.6	-10.9	4.7	-0.3
O=C(Nc1ccc(OC(F)F)c(Cl)c1)[C@@H]1CCCN1C(=O)c1cccs1	-1.5	-0.8	-5.5	1.6	24.3	-6.0	3.6	92.3*
CCOCCCNCC(=O)Nc1cc(S(=O)(=O)N2CCOCC2)ccc1N1CCOCC1	-10.4	4.1	-3.9	1.2	3.9	11.2	10.1	-4.4
Cn1c(=O)c(C(=O)c2ccccc2)c(O)c2ccccc21	-0.3	0.4	-2.8	0.9	21.6	-7.1	1.8	-15.2
Cn1cccc1C(=O)NC(=O)CSc1nnc(C2CC2)n1-c1ccccc1	6.4	-7.1	-2.1	-5.3	4.3	-3.6	1.4	2.2
O=C(NNC(=O)c1ccccc1[N+](=O)[O-])c1cnccn1	82.5*	-0.8	-2.1	1.9	17.8	-6.7	-0.3	-5.6
C=CC[n+]1c(-c2ccc(Cl)cc2Cl)csc1Nc1c(C)n(C)n(-c2ccccc2)c1=O	-3.8	2.9	-4.5	3.6	9.4	-13.4	0.5	19.0
CCCC1CCC(=NNC(=O)CNc2ccc(OC)cc2)CC1 (stereo not drawn)	-0.1	6.4	0.1	3.4	59.2*	-6.7	0.0	-16.4
Cc1cc(C(=O)NCC(C)(C)N2CCOCC2)c(C)o1	1.3	-8.1	-9.8	0.4	12.3	1.2	2.3	-4.8
Cc1ccc(-c2[nH]c3ccccc3c2SCCNC(=O)c2cc3ccccc3oc2=O)cc1	1.0	-12.8	-9.4	0.4	-2.4	1.4	9.5	2.4
CC(C)(C)c1cc(NC(=O)COC(=O)C2CC2)n(-c2ccccc2)n1	1.3	-1.4	-1.1	-0.9	22.1	-2.4	9.9	-5.1
O=C(NCC12CC3CC(CC(C3)C1)C2)c1nn2c(c1Cl)NC(c1ccco1)CC2C(F)(F)F (stereo not drawn)	8.3	4.7	1.5	-4.0	14.8	5.8	-3.9	9.3
Cc1ccccc1CS(=O)(=O)Cc1ccc(C(=O)NCc2ccco2)o1	5.0	5.8	-1.9	-0.6	13.4	7.4	-2.7	-1.7
Cc1cc(=O)oc(C)c1C(=O)NCc1ccccc1	-2.5	-2.5	0.6	0.1	20.4	-0.2	1.2	-4.2
COc1ccc(C(=O)N2CCN(Cc3ccccc3C(F)(F)F)CC2)cc1	-2.5	0.0	-4.1	2.0	7.4	12.4	13.1	9.9

Random excerpt: 2 entries already listed.
SMILES	SENP7 block	UBC13 polyUb	APOBEC3G inh	SENP1 inh	SENP8 block-1	SENP6 block	SENP8 block-2	Apaf1 inhib
O=C(NC(Cc1ccccc1)C(=O)O)NC12CC3CC(CC(C3)C1)C2 (stereo not drawn)	-0.7	8.6	-7.1	1.2	10.3	3.8	-11.0	-4.5
Cc1ccc(C(=O)NCC(=O)OCc2c(F)cccc2Cl)s1	3.0	11.7	-6.7	1.4	11.9	-8.8	2.6	3.5
